NadD block – inhibitors of S. aureus NadD, primary screen, biochemical, colorimetric, uHTS; Nicotinate-nucleotide adenylyltransferase NadD (Staphylococcus aureus N315); purified NadD enzyme, colorimetric absorbance read-out; inhibition, % at 20 µM; 0.78% of 360,000 active; in the data active = inhibition above about 26%; also: some compounds past the cut are filed as inactive
Tb MetRS inh – T. brucei MetRS inhibitors, primary screen, biochemical, luminescence. 0.4% of 360,000 active. AID 624268, 2012. inhibition, % at 11.9 µM. purified T. brucei MetRS, ATP depletion, Kinase-Glo luminescence;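 active = inhibition above a per-plate cutoff of the control wells' mean inhibition plus 3 SD, cut at about 5.5% in these data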;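 also: 0% = DMSO wells median and 100% = median of wells with control inhibitor compound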
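technique = Kinase-Glo luminescence, ATP depletion format | system = purified MetRS (methionyl-tRNA synthetase) enzyme from Trypanosoma brucei | timing = 15 min preincubation, 2 h reaction, all 25 °C | evaluation = percent inhibition versus plate control medians | dosing = single dose, 11.9 µM final nominal, 0.9% final DMSO | also added = substrates ATP, L-methionine and bulk Escherichia coli tRNA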
STEP block – STEP phosphatase inhibitors, primary screen, biochemical, fluorescence intensity, uHTS; Tyrosine-protein phosphatase non-receptor type 5 (Homo sapiens), P54829; recombinant STEP, OMFP fluorogenic substrate; inhibition, % at 20 µM; 0.25% of 360,000 active;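 active = inhibition at 20 µM, scaled per plate between control wells, above about 37%, limit read from the data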;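 also: 0% = DMSO with enzyme and substrate and 100% = substrate only without enzyme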
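material = STEP tyrosine phosphatase | reagent = fluorogenic phosphatase substrate OMFP at 25 µM final | doses = single compound dose of 20 µM, 1% DMSO final | schedule = 20 min reaction, room temperature, in the dark | measured by = fluorescence, 480/540 nm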
DNMT1 inh – human DNMT1 methyltransferase inhibitors, primary screen, biochemical, molecular beacon, fluorescence, HinP1I cleavage, uHTS | inhibition (reported as % activation of signal), % at 10 µM | AID 588458, 2011 | DNA (cytosine-5)-methyltransferase 1 (Homo sapiens), P26358 | 0.83% of 360,000 active; in the data active = inhibition above about 50%
Scp1 inh – Scp-1 phosphatase inhibitors, primary screen, biochemical, colorimetric, uHTS. 0.88% of 340,000 active. Carboxy-terminal domain RNA polymerase II polypeptide A small phosphatase 1 (Homo …. inhibition, % at 20 µM. Recombinant Scp1, phosphopeptide, malachite green phosphate absorbance;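 active = inhibition above about 50% at 20 µM, limit read from the data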;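 also: plate controls were DMSO wells with enzyme for no effect and wells lacking enzyme for full effect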
Target sequence (Q9GZU7 76-261 limits assumed): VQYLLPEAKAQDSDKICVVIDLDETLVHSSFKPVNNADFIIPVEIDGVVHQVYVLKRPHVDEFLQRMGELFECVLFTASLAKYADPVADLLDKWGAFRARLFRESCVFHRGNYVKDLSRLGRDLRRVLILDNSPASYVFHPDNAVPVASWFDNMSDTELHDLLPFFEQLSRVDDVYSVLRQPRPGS
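Test system – truncated SCP-1 phosphatase (76-261aa) · Reagent – Phosphorylated 17-residue peptide substrate · Incubation – 45 min room-temperature reaction, 5 min colour, 30 min stabiliser · Detection – colorimetric phosphate reagent with accelerator and stabiliser, absorbance at 630 nm · Measure – % inhibition at 20 µM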
SKN-1 inh – suppressors of acrylamide-induced Pgst-4::GFP reporter in worms, primary screen, SKN-1 inhibitor project, whole organism, uHTS, GFP/RFP fluorescence ratio, strain VP596; C. elegans VP596 Pgst-4::GFP/RFP ratio, 24 h; inhibition, % at 21.8 µM; 0.49% of 360,000 active;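 active = interference check ratio from 0.5 to 1.5 plus GFP to RFP signal ratio inhibition reaching or exceeding a fixed threshold, cut at about 30% in these data, passing the limit was not always enough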; also: some compounds called inactive have numbers as strong as hits
SUMO1 PPI mod – modulators of SUMO1 protein-protein interactions, primary screen, biochemical, uHTS | SUMO1 binding to a labelled peptide, TR-FRET, 1 h | inhibition, % at 20 µM | 0.33% of 360,000 active | AID 602429, 2012; in the data active = inhibition above about 37%
Target sequence (P63165 whole entry, looked up): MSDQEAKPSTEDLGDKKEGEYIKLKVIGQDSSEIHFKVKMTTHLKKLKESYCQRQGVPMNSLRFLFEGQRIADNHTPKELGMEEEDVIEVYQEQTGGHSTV
CendR NRP1 mod – modulators of CendR peptide binding to NRP-1, primary screen, biochemical, fluorescence polarization, uHTS; FAM-RPARPAR peptide binding to NRP-1; Neuropilin-1 (Homo sapiens), O14786; 0.85% of 360,000 active; inhibition, % at 25 µM;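 active = inhibition or corrected inhibition above about 18%, plus a signal ratio from 0.5 to 1.5, limit read from the data, passing the limit was not always enough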; also: strong numbers were not always called active
Neddylation inh – inhibitors of cullin neddylation, primary screen, biochemical, TR-FRET, uHTS, NAE and Ubc12 | NEDD8-conjugating enzyme Ubc12 (Homo sapiens) + NEDD8-activating enzyme E1 regulatory … | calls only at 25 µM | 0.58% of 360,000 active | AID 651699, 2012; in the data active = inhibition above about 36%
LMPTP block – LMPTP phosphatase inhibitors, primary screen, biochemical, fluorescence intensity, uHTS | recombinant LMPTP-A, OMFP fluorogenic substrate | inhibition, % at 20 µM | 0.22% of 360,000 active;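 active = compounds that cut the enzyme signal by at least half of the control window in the single-dose screen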;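 also: plate controls were DMSO wells with enzyme plus substrate for no effect and substrate without enzyme for full effect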
Target sequence (P24666 whole entry, looked up): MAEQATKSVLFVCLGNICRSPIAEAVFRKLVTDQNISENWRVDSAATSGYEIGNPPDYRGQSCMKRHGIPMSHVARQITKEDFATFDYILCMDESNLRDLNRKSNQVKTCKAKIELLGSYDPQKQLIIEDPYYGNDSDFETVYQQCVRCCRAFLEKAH
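Buffer or medium: Bis-Tris pH 6.0, DTT, detergent; Assay system: LMPTP-A enzyme; Quantity: 0.625 nM enzyme; Detection: endpoint fluorescence intensity; Times: 50 min dark incubation at room temperature; Controls: substrate-only low control, DMSO enzyme-plus-substrate high control; Doses: single 20 µM dose; Read-out: percent inhibition versus substrate-only and uninhibited controls; Reagent: 400 µM OMFP.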
* hit, by the source's call; i = inactive; x = not tested or not shown. Outcome played no part in choosing rows. Share with any hit: about 4.6%.

SMILES	LMPTP block	Neddylation inh	Tb MetRS inh	STEP block	DNMT1 inh	SUMO1 PPI mod	Scp1 inh	NadD block	CendR NRP1 mod	SKN-1 inh
COc1cccc(CNC(=O)COC(=O)c2nc(Cl)c(Cl)c(Cl)c2Cl)c1	1.0	i	-0.3	4	19	0	2	-6	-125	-8
COc1ccc(CCNC(=O)CSc2nc3ccccc3o2)cc1	-0.9	i	0.1	-1	11	-3	-8	-14	2	16
COc1nc(NCCc2ccc(OC)c(OC)c2)nc(OC)n1	0.2	i	-1.5	-10	1	0	2	-2	-2	-9
CCc1nc(SCc2ccc(OC)c(Br)c2)n[nH]1	-1.2	i	-0.9	-4	1	-3	-7	-8	0	8
N#C/C(=C(/O)CN1CCOCC1)c1nc(-c2ccccc2)cs1	-1.7	i	0.3	5	-5	0	-6	5	-16	3
Cc1cccn2c(=O)c3cc(C(=O)NC4CCCC4)c(=N)n(C4CCCC4)c3nc12	1.3	i	-0.4	-1	9	-13	5	8	0	11
COc1cc(CNCc2cccs2)ccc1OCC(=O)NC(C)(C)C	-1.4	i	-0.3	-3	3	0	-4	0	14	9
CCOC(CNC(=O)C(=O)Nc1cc2c3c(c1)CCN3C(=O)CC2)OCC	-0.2	i	0.0	-1	2	-1	10	7	1	2
COc1ccc(CN(CC(=O)NC2CCCC2)C(=O)CCC(=O)Nc2nc(C)cs2)cc1	-2.6	i	-0.2	-3	-1	-1	-4	1	-2	-7
COc1ccc(NC(=O)C[C@H]2C(=O)N(CCc3ccccc3)C[C@@H]2CSC)cc1	-0.8	i	0.7	-3	2	0	x	-6	-7	3
C=CCS(=O)(=O)N1CCCC(N2CCN(c3ccccc3OC)CC2)C1 (stereo not drawn)	0.2	i	-0.3	-1	3	6	-8	4	12	0
COC(=O)c1sc(NC(=O)/C=C/c2ccccc2Cl)nc1C	36	x	0.8	57*	62*	30	46	2	16	3
CN(C)C(=O)CSc1nc2ccccc2n1CC(=O)N1CCN(c2ccccc2)CC1	0.3	i	-0.3	1	-3	-3	-5	5	17	25
Cc1ccc(-c2csc(NC(=O)CSc3nc4ccccc4o3)n2)cc1	1.6	i	-1.1	0	1	-2	-8	-1	1	-1
O=C(O/N=C(\c1ccccc1)c1ccncc1)c1ccccc1F	0.3	i	-0.2	2	4	0	0	-1	-4	8
CC1(c2ccccc2)NC(=O)N(CC(=O)N2CCc3ccccc32)C1=O (stereo not drawn)	-0.3	i	-0.1	0	4	-1	x	-2	1	-7
O=C(CSc1nnc(NC(=O)c2ccc(F)cc2)s1)NC1CCCC1	-1.6	i	-0.2	-3	0	-1	-4	0	12	6
CCn1cc(C(=O)OCC(=O)c2ccccc2)c(=O)c2ccc(C)nc21	-1.0	i	-1.2	-1	2	2	3	2	-7	-18
CC(=O)Nc1cc(C(=O)NCc2ccco2)ccc1Sc1ccc(C)cc1	-0.8	i	0.0	1	-2	4	0	-1	-7	3
COc1ccc(OC(C)C(=O)Nc2cccc(F)c2)cc1 (stereo not drawn)	0.0	i	0.2	2	2	0	-10	-3	-24	0
O=c1[nH]c(-c2ccccc2)nn1-c1ccc(Br)cc1Br	-1.3	i	-1.3	-3	1	2	1	-2	-2	5
COC(=O)c1sccc1NC(=S)Nc1cc(C)cc(C)c1	-1.7	i	-1.1	-4	1	-1	5	-1	6	11
COCCCNC(=S)Nc1ccccc1C	-1.2	i	-0.6	-4	-2	-4	-7	-4	-1	2
COc1ccc(NC(=O)C2CC(=O)OC23CCCCC3)cc1 (stereo not drawn)	-1.0	i	-1.1	1	2	2	-10	6	5	7
COc1ccc(-c2c(C#N)c(N)nc3c2c(=O)n(C)c(=O)n3C)cc1Cl	0.1	i	-0.8	6	1	1	-1	5	-3	-8

STEP block, hit marks shown above
SMILES	LMPTP block	Neddylation inh	Tb MetRS inh	STEP block	DNMT1 inh	SUMO1 PPI mod	Scp1 inh	NadD block	CendR NRP1 mod	SKN-1 inh
COC(=O)c1sc(NC(=O)/C=C/c2ccccc2Cl)nc1C	36	x	0.8	57*	62*	30	46	2	16	3

(listing goes on)
SMILES	LMPTP block	Neddylation inh	Tb MetRS inh	STEP block	DNMT1 inh	SUMO1 PPI mod	Scp1 inh	NadD block	CendR NRP1 mod	SKN-1 inh
Cc1ccc(OCC(=O)Nc2cc(C)on2)c([N+](=O)[O-])n1	-0.4	i	-0.2	0	1	-21	-4	-3	4	0
O=C(NCC1CC1)c1ccc2sc([C@H]3C[C@H](O)[C@@H](CO)O3)nc2c1	-1.6	i	-0.4	-1	0	4	x	0	-9	9
O=C(CN1C(=O)c2ccccc2S1(=O)=O)N1CCN(c2ccc(F)cc2)CC1	0.0	i	-0.8	1	2	2	1	-1	6	-15
CC1CCN(C(=O)Cn2nnc(-c3ccccc3)n2)CC1	-2.5	i	0.1	1	1	-3	-4	-3	16	24
COc1cc([N+](=O)[O-])ccc1NC(=O)C[n+]1ccccc1C	-1.9	i	0.6	2	2	-14	2	-2	7	-9
CCCCCCCCCCCC1=C(O)C(=O)C=C(O)C1=O	71*	i	0.9	12	31	11	34	37*	-46	17
CCOC(=O)COc1ccc2nsnc2c1	-1.4	i	0.3	-4	1	-18	-1	3	8	22
COCCN(C(=S)Nc1c(C)cc(C)cc1C)C(C)c1cccs1 (stereo not drawn)	2.3	i	-0.3	19	-1	-2	-13	-2	-1	11
Cc1nn(C(=O)C2CC2)c(C)c1Sc1ccc(Cl)cc1	0.1	i	-0.6	-2	1	0	-10	-5	10	-1
COc1ccccc1C(=O)NNC(=O)c1ccccc1[N+](=O)[O-]	-1.9	i	-0.4	-2	1	-8	3	1	-4	0
CCOc1cc(/C=C2\CN(C)C/C(=C\c3ccc(O)c(OCC)c3)C2=O)ccc1O	-0.3	i	-1.1	2	9	-28	1	6	10	-4
Nc1c(-c2ccc(Cl)cc2)cnn1-c1cc(C(F)(F)F)cc(C(F)(F)F)c1	-0.4	i	-0.7	-2	15	1	-10	5	4	1
COc1cc(-c2nnc(SCC(=O)c3cc(C)n(CC4CCCO4)c3C)o2)cc(OC)c1OC (stereo not drawn)	-0.7	i	-2.4	0	-7	0	-7	-1	-5	5
Cc1ccc(C2=NCCn3c2c2ccccc2[n+]3[O-])cc1	1.2	i	-0.3	-3	-11	-12	-2	1	12	15
Cc1ccc(O)c(Cc2cc(C)cc(Cc3cc(C)ccc3O)c2O)c1	4.3	i	0.1	-4	-29	3	x	-9	2	11
COc1cc(-c2nnc(SCC(=O)Nc3ccc(C(=O)O)cc3)o2)cc(OC)c1OC	-1.2	i	0.1	-2	8	-4	-12	3	31*	13
CN(CC(=O)Nc1ccccc1Cl)C(=O)CN1C(=O)NC(c2ccccc2)(c2ccccc2)C1=O	-0.3	i	-0.3	1	-4	2	-8	5	2	-2
Cn1cc(CNC(=O)c2cc(COc3ccc4c(c3)CCCC4)on2)cn1	1.5	i	-0.2	-1	-2	-1	-5	2	17	-15
NCCCC[C@H]1CNC(=O)C(=O)N1CCc1cccc(F)c1	-1.6	i	-0.3	1	2	4	1	-4	9	22
COC(=O)c1c(C)[nH]c(C(=O)OCC(=O)N(CC(C)C)c2c(N)n(Cc3ccccc3)c(=O)[nH]c2=O)c1C	-0.3	i	-0.5	-2	0	2	2	8	-12	-7
Cc1ccc(S(=O)(=O)N2CCCC(C(=O)NCc3ccccc3F)C2)cc1 (stereo not drawn)	-0.7	i	0.0	-2	-1	4	-10	-5	4	14
Cc1ccc(S(=O)(=O)N(C)C)cc1NC(=O)Nc1ccccc1	-0.2	i	1.7	1	3	-1	-13	-3	-12	1
Cn1c(=O)oc2cc(S(=O)(=O)N3CCC4(CC3)OCCO4)ccc21	-0.7	i	-0.8	0	-1	-5	-15	-9	-5	-6
CC(=O)N1c2ccc(C)cc2C(c2ccccc2)CC1C (stereo not drawn)	1.1	i	-0.8	4	-2	4	3	0	3	-6
CSCCC(NC(=O)c1ccco1)C(=O)Nc1cc(C)ccn1 (stereo not drawn)	-0.1	i	-0.2	-1	-1	0	-4	-8	-4	25
Cc1cc(C)c(S(=O)(=O)N2CCCC(C(=O)N3CCOCC3)C2)c(C)c1 (stereo not drawn)	0.0	i	0.1	-1	1	0	-6	3	10	17

2 compounds from above, showing only Tb MetRS inh, Scp1 inh and LMPTP block.
| molecule | Tb MetRS inh | Scp1 inh | LMPTP block |
| --- | --- | --- | --- |
| CN(CC(=O)Nc1ccccc1Cl)C(=O)CN1C(=O)NC(c2ccccc2)(c2ccccc2)C1=O | -0.3 | -8 | -0.3 |
| Cn1cc(CNC(=O)c2cc(COc3ccc4c(c3)CCCC4)on2)cn1 | -0.2 | -5 | 1.5 |

Screening data: PubChem BioAssay, several laboratories
